hcGAS inh – human cGAS inhibition; recombinant h-cGAS, ATP depletion, Kinase-Glo luminescence; AID 1259398; 0.081% of 290,000 active; inhibition, % at 12.5 µM;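 further: 0% = vehicle reaction and 100% = reaction without DNA for no activity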
Target sequence (Q8N884 whole entry, looked up): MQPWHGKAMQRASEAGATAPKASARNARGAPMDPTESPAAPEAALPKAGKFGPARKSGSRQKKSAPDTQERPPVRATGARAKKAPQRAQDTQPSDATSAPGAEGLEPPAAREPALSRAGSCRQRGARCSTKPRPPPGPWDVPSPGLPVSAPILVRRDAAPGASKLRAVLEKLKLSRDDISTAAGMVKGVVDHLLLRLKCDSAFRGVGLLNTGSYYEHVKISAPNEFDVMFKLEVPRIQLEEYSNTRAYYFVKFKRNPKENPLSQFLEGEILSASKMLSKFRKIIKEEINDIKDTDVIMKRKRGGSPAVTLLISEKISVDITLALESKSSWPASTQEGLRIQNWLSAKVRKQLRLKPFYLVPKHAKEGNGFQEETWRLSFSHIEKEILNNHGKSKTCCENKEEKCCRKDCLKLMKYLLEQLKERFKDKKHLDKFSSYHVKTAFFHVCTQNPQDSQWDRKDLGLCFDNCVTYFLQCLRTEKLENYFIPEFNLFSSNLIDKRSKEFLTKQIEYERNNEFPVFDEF
NPYLR7 ag – mosquito NPYLR7 agonism; HEK293T NPYLR7/Galpha15, GCaMP6s calcium fluorescence; activation, % at 10 µM; 0.15% of 270,000 active; AID 1259423; in the data active means activation above about 40%;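 further: 0% = vehicle and 100% = reference agonist at the receptor; some compounds past the cut are filed as inactive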
mcGAS inh – mouse cGAS inhibition by luminescence. Q8C6L5. recombinant cGAS, Kinase-Glo ATP depletion luminescence. inhibition, % at 12.5 µM. 0.15% of 160,000 active. AID 1259399;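 further: 0% = negative control wells and 100% = reference inhibitor with no enzyme activity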
* marks the source's active call; other numbers are inactive results; nt = not tested or not shown; & = joins results of further samples. Unless noted, no stated cut-off is given here; in the data, active means inhibition above about 40%; inactive means the rest.

Start of the listing, in advance:
SMILES	hcGAS inh	NPYLR7 ag	mcGAS inh
CN(C)CCC(c1ccc(Cl)cc1)c1ccccn1 (stereo not given)	-4.8&-1.2&-5.2&-3.0	-5.3&-0.9&6.9	-5.0&-2.6
O=c1ccnc(SCc2cn3cccnc3n2)[nH]1	-5.9	7.0	-5.3
CC(=O)N1C[C@H](Oc2ccccn2)[C@H]2C[C@@H]1CC[C@H]2N1CCOCC1	-2.4	0.3	-6.4

All compounds of this part, from the start:
SMILES	hcGAS inh	NPYLR7 ag	mcGAS inh
CN(C)CCC(c1ccc(Cl)cc1)c1ccccn1 (stereo not given)	-4.8&-1.2&-5.2&-3.0	-5.3&-0.9&6.9	-5.0&-2.6
O=c1ccnc(SCc2cn3cccnc3n2)[nH]1	-5.9	7.0	-5.3
CC(=O)N1C[C@H](Oc2ccccn2)[C@H]2C[C@@H]1CC[C@H]2N1CCOCC1	-2.4	0.3	-6.4
O=C(CSc1cn(CC(=O)N2CCOCC2)c2ccccc12)NC1CCCC1	-4.0	-4.8	-5.1
CCOC(=O)c1c(C)n(-c2ccccc2)c2ccc(OC(=O)c3cc(Cl)cc(Cl)c3)cc12	-6.1	-1.2	nt
NC(=O)c1coc(-c2csc(-c3ccccc3O)n2)c1	-6.2	-0.2	-16.8
Cc1nn(-c2ccc(F)cc2)c(C)c1CNC1CCC(=O)N(CC2CC2)CC1 (stereo not given)	-0.1	-4.1	nt
CCOc1ccc(CNC(C)c2cnn(-c3cccc4ccccc34)c2C)cc1CO (stereo not given)	-5.5	3.7	-7.9
Cc1cc(=O)[nH]c(-n2nc(-c3cccs3)cc2NC(=O)CSCc2ccccc2)n1	-5.1	0.0	nt
O=c1oc2c(c(O)c1Sc1nnnn1-c1ccccc1)c(=O)n(-c1ccccc1)c1ccccc21	-2.0	0.2	nt
CCSc1nnc2c(n1)OC=Nc1ccc(Br)cc1-2	6.1	-6.4	nt
COc1ccc(C(=O)NC(C)(C)Cc2ccccc2)c(OC)n1	-11.3	1.1	nt
CCCc1[nH]n(-c2ccc(Cl)cc2)c(=O)c1C1=C([n+]2cccc(C)c2)C(=O)N(CCOC)C1=O	1.2	-2.8	-2.7
Cc1ccc(-c2c(C)nn3c(NC4CCCC4)cc(C)nc23)cc1	0.6	-6.2	-3.7
O=C(CC1CCCC1)NC1CC(c2cc(=O)[nH]c(C3CC3)n2)C1 (stereo not given)	-13.1	nt	-5.1
O=C(CC(C(=O)O)N1CCCCC1)Nc1cccnc1 (stereo not given)	-6.3	-1.6	-9.5
COc1cccc(N2C(=O)c3ccccc3NC2c2ncc[nH]2)c1 (stereo not given)	-6.6	-0.9	nt
COC(=O)C(C)Sc1n[nH]c(=S)s1 (stereo not given)	-2.1	11.8	nt
COCCc1noc(CN2CCC3(C2)CN(C)C(=O)O3)n1 (stereo not given)	-10.3	2.3	-11.1
COc1ccc(C2SCCN2C(=O)c2cc(Cl)cc(Cl)c2)c(OC)c1 (stereo not given)	2.3	-3.6	-0.3
COc1cccc(CNC(=O)Cn2c3ccc(F)cc3c3ncn(Cc4ccccc4)c(=O)c32)c1	-5.7	-1.4	-6.6
COc1ccc2[nH]cc(C3CCN(C(=O)c4cc(C(C)(C)C)nn4C)CC3)c2c1	-2.3	19.2	-7.3
CCCc1nn2c(N)c(C#N)nnc2c1-c1ccc(F)cc1	-7.8	-12.5	nt
CCN(CC1CCOC1)C(=O)CN1C(=O)CSc2ccccc21 (stereo not given)	-7.7	8.3	nt
Cc1nc(CCNC(=O)c2cn(CCN3CCOCC3)nn2)sc1C	-6.7	2.1	-10.1
Next results follow.
SMILES	hcGAS inh	NPYLR7 ag	mcGAS inh
CCOc1ccccc1NC(=O)N(Cc1ccncc1)C1CCN(C)CC1	-4.0	13.8	nt
OC1(c2cccs2)C[N+]2=C(SCC2)N1c1ccccc1 (stereo not given)	-0.4&1.9&-5.9	-1.8&2.2&6.2	nt
COc1ccc(C(=O)N2CCN(c3ncccc3C(=O)NCCc3ccc(OC)c(OC)c3)CC2)c(OC)c1	-3.0	8.2	-5.4
N#Cc1ccc(-c2csc(NC(=O)c3cc(F)cc(F)c3)n2)cc1	-4.9	0.8	nt
COc1ccc(-c2cnc3ncnn3c2N2CCCN(S(=O)(=O)c3ccccc3C#N)CC2)cc1OC	-9.4	nt	-7.6
CCC(C(=O)N(Cc1cc(NC(=O)C2CCC2)ccc1N(C)C)C1CC1)c1ccccc1 (stereo not given)	-1.6	21.2	-2.9
CC(C)(C)c1cc2nc(C(=O)N3CCN(C/C=C/c4ccccc4)CC3)cc(-c3ccccc3F)n2n1	-1.2	0.9	-3.0
COCCCNC(=O)c1sc2ccccc2c1Cl	-3.6	-11.0	-2.1
COc1ncccc1C(=O)NC1CCCc2nc(-c3ccccc3)ncc21 (stereo not given)	2.4	-3.0	nt
COc1ccc(-c2nc(-c3nonc3N)no2)cc1	-9.2	-0.8	nt
COc1cccc(-c2cccc(-c3ccc(NC(=O)C(F)(F)C(F)(F)C(F)(F)F)cc3)n2)c1	-7.7	6.2	-7.1
COCC(C)NC(=O)c1cc(S(=O)(=O)Nc2ccccc2F)ccc1Cl (stereo not given)	-6.2	0.7	-12.2
Cc1nc(CC(=O)N2CCCC3(CC2)CN(C)C(=O)O3)cs1 (stereo not given)	0.5	3.0	-11.0
CC(C)CN(CCC#N)C(=O)C1CCN(S(=O)(=O)c2ccccc2)CC1	2.6	0.7	nt
O=C(c1nc2ccccc2s1)N1CCN(C(c2ccccc2)c2ccc(Cl)cc2)CC1 (stereo not given)	-4.1	4.9	-6.2
COc1cc(CN2CCC(Cc3ccc(-n4cccc4)cc3)CC2)cc(OC)c1	-7.2	-0.3	-7.6
Cc1ccccc1OCC(=O)NC(=S)NNC(=O)c1ccc([N+](=O)[O-])cc1	-1.8	7.0	nt
CCCN1C(=O)c2ccccc2N(CC(=O)NNc2cccc(Cl)c2)C(=O)C1Cc1ccccc1 (stereo not given)	-0.7	-0.5	nt
CCOC(=O)CNC(=O)N(CCOC)CC(=O)N(CCc1c[nH]c2ccccc12)Cc1ccc(C(F)(F)F)cc1	-3.2	14.9	-4.7
CCOc1ccc(Oc2ccccc2NC(C)=O)cc1	0.3	-0.5	nt
Cc1cc(CNC(=O)CCCn2nnnc2CN2CCc3ccccc3C2)on1	0.0	1.8	nt
C=CCN(CC=C)C(=O)CN(CC(=O)N(CCc1c[nH]c2ccccc12)Cc1ccc(Cl)c(Cl)c1)CC(C)C	-11.3	-1.1	-3.7
COCCN1CCC(C(=O)N2CCN(c3cc(C)nc(N)n3)CC2)C1 (stereo not given)	-6.6	nt	-3.7
Cc1nn(-c2ccc(F)cc2F)c(C)c1CCC(=O)N1Cc2cccc3cccc(c23)C1	-6.5	5.0	-4.9
Cc1ccc2nsnc2c1S(=O)(=O)NC1CC1	4.1	10.3	nt
(cont.)
SMILES	hcGAS inh	NPYLR7 ag	mcGAS inh
c1cnc(-c2nc3c4c(ncn3n2)CCC4)cn1	-5.8	8.7	-8.2
Nc1ncc(C(=O)N2CC(c3cccnc3)C2)c(-c2ccccc2)n1	2.5	23.7	nt
CCOC(=O)Nc1ccc(NC(=O)NCCC(C)C)cc1	-4.6	-0.5	-5.9
CC(C)NC(=O)N(Cc1cc(NC(=O)C2CC2)ccc1N(C)C)CC1CC1	-6.6	-2.0	-7.4
CCCCN(CC(=O)N(CCc1ccc(OC)c(OC)c1)Cc1ccc(C)o1)C(=O)Nc1ccccc1C	-2.0	-12.4	-4.2
Cc1nn(C)c(C)c1CCC(=O)NC(C)c1ccccc1-n1cccn1 (stereo not given)	2.9	-6.3	1.9
O=C(C1Cc2cc([N+](=O)[O-])ccc2N2CCN(c3cnccn3)CC12)N1CCCC1 (stereo not given)	2.1	nt	0.5
N[C@H]1CONC1=O	-10.9&-2.8	9.6&5.8	-4.6
CCOc1cccc(-c2ccc3nc(-c4ccccc4)c(CCC(=O)NCCN4CCOCC4)n3c2)c1	-3.5	6.7	nt
COCc1cc(C)nc(OCC(=O)N/N=C\c2cc(Br)c(OC)cc2OC)c1C#N	2.7	-9.9	-1.5
CCOC(=O)c1cc(-c2ccc3ccccc3c2)n(-c2ccc(C(=O)NCCc3ccc(OC)cc3)cc2)n1	-1.5	2.1	-5.4
Cc1cccc(CSc2nnc(C(C)NC(=O)Nc3ccc(Cl)cc3)n2-c2ccc([N+](=O)[O-])cc2)c1 (stereo not given)	-5.6	7.7	-5.4
NCCCC1(C2OCCO2)CCOCC1	-1.7	22.8	nt
Cc1ccc2[nH]c(=O)c(-c3noc(C(C)C)n3)cc2c1	0.9	3.4	nt
COC(=O)NC(CC(C)C)C(=O)N1CCC(NC(=O)c2scnc2C)CC1 (stereo not given)	-11.1	6.5	-17.5
COc1ccc(CC(=O)N2CCN(c3c4c(nc5ncnn35)CCCC4)CC2)cc1OC	0.2	32.0	-6.1
C[C@@H]1CC[C@@]2(OC1)O[C@H]1CC3C4CC[C@H]5C[C@@H](O)CC[C@]5(C)C4CC[C@]3(C)[C@H]1[C@@H]2C (stereo not given in full)	3.0	nt	-0.7
COc1ccc(C)cc1S(=O)(=O)NCc1ccc(Cl)cc1	-18.0	25.9	nt
Cc1ccc(-c2csc3nc(C)n(-n4cccc4)c(=O)c23)o1	-7.5	-0.4	nt
CC(=O)Oc1ccc2oc(=O)c3c(c2c1)CCCN3C(=O)CN1CCCCC1	-3.7	1.3	nt
CCCC(NC(=O)CSCc1nc2sc3c(c2c(=O)[nH]1)CCCC3)c1ccccc1 (stereo not given)	-8.8	14.9	nt
Clc1ccc(C2=Nn3c(Cc4ccccc4)nnc3SC2)cc1	-8.4	12.2	nt
COc1ccccc1-c1cccc(C(=O)NCC2CC(=O)N(C(C)C)C2)c1 (stereo not given)	-9.2	0.6	nt
COc1ccnc(NCC2COc3ccccc3C2)n1 (stereo not given)	-11.1	14.6	-5.9
COc1ccc(N2CCN(c3cc(C(=O)N4C(C)C=CC4C)c4ccccc4n3)CC2)cc1 (stereo not given)	1.3	-11.9	-0.8

7 compounds from above, reduced to hcGAS inh and NPYLR7 ag:
smiles,hcGAS inh,NPYLR7 ag
O=C(CC1CCCC1)NC1CC(c2cc(=O)[nH]c(C3CC3)n2)C1 (stereo not given),-13.1,nt
COc1ccc(CC(=O)N2CCN(c3c4c(nc5ncnn35)CCCC4)CC2)cc1OC,0.2,32.0
Cc1ccc(-c2c(C)nn3c(NC4CCCC4)cc(C)nc23)cc1,0.6,-6.2
COCc1cc(C)nc(OCC(=O)N/N=C\c2cc(Br)c(OC)cc2OC)c1C#N,2.7,-9.9
CCOc1ccccc1NC(=O)N(Cc1ccncc1)C1CCN(C)CC1,-4.0,13.8
NC(=O)c1coc(-c2csc(-c3ccccc3O)n2)c1,-6.2,-0.2
O=c1ccnc(SCc2cn3cccnc3n2)[nH]1,-5.9,7.0

Later entries.
SMILES	hcGAS inh	NPYLR7 ag	mcGAS inh
Oc1ccc(OC2CCCCO2)cc1 (stereo not given)	0.0	-0.1	-2.2
CCOc1cc(C)c(Cl)cc1S(=O)(=O)NCc1ccc2c(c1)OCO2	-8.4	2.8	nt
FC(F)(F)c1nnc(N2CCN(c3ccc(Cl)cc3)CC2)s1	-9.4	5.4	nt
CCN(CC)S(=O)(=O)c1ccc(=O)n(CC(=O)N2CCCC(C(=O)Nc3cccc(C)n3)C2)c1 (stereo not given)	-4.9	-0.6	nt
O=C(COc1ccc([N+](=O)[O-])cc1Cl)Nc1ccc([N+](=O)[O-])cc1	-6.6	-7.4	-6.9
COc1ccc(Nc2ssc(=O)c2Cl)cc1OC	0.6	-7.9	-4.6
Cc1cc(C(=O)NCCCN=C2NS(=O)(=O)c3ccccc32)ccc1[N+](=O)[O-]	-6.8	0.7	-6.6
COc1ccc(CCNC(=O)c2cccnc2N2CCN(C(=O)NCCCc3ccccc3)CC2)cc1OC	-8.8	14.2	-6.7
CC1(C(=O)NS(=O)(=O)c2ccc(F)cc2F)CCN1C(=O)CC1CCCC1 (stereo not given)	0.4	6.5	nt
C=CCOc1ccc(C=CC(=O)c2ccc(OCC(=O)N(C)C)cc2)cc1	-2.9	-0.9	11.2
Cc1nc(-c2ccccc2)c(C(=O)N2CCCC3(CC2)CNC(=O)O3)s1 (stereo not given)	-6.2	18.4	-16.7
Cc1nc(Nc2ccc(NS(=O)(=O)c3ccc(OC(F)(F)F)cc3)cc2)cc(-n2ccnc2)n1	-3.2	-3.9	-11.4
CC(C)Cn1c(=O)c2c(nc3n2CC(C)CN3C2CCCCC2)n(C)c1=O (stereo not given)	-4.8	-2.2	-6.3
COc1nc(-c2ccc(Cl)c(Cl)c2)n(-c2ccc(NCC(O)COC(C)C)cc2)n1 (stereo not given)	0.3	2.3	-2.5
CCc1nc(CN(C)C(=O)C2CC(C(C)C)=NO2)no1 (stereo not given)	-6.8	0.8	nt
O=C(c1nc2ccccc2s1)N(CCCN1CCOCC1)c1nc2c(Cl)cccc2s1	-6.1	-3.2	-9.6
O=C1CC(N2CCN(c3ncccn3)CC2)C(=O)N1c1ccc(F)cc1 (stereo not given)	0.4	-0.1	-2.4
Cc1nn(C)c(NS(=O)(=O)c2ccc(C(N)=O)cc2)c1C	-3.9	6.5	nt
Cc1ccc(C)c(C2c3cccn3CCCN2Cc2ccc(F)cc2)c1 (stereo not given)	-1.0	4.5	-3.2
CCCCCCc1ccc(C(=O)N2CCc3nc(-c4ccccc4)nc(N(C)C)c3C2)cc1	-2.1	15.3	-4.5
CCOc1ccc2nc(SCC(=O)N3c4ccccc4CCc4ccccc43)sc2c1	-5.5	-4.1	-5.5
Cc1ccccc1CCN1CCC(CN(C(=O)C2CCOCC2)C2CCCC2)CC1	-7.9	12.5	nt
CN(Cc1ccccc1OC(F)(F)F)CN1C(=O)CC(C)(C)C1=O	11.9	-2.9	nt
CN1CCC2(CCN(C(=O)NCc3ccco3)CC2)C1	-6.2	8.7	-15.0
Cc1cc2nc(C(=O)NCc3cn4ccccc4n3)cc(C)n2n1	-3.9	5.0	nt

Assay outcomes as filed in PubChem.
